RTF Ca sens act – cardiac RTF calcium sensitization; P19429+P45379; IANBD-labeled TnC RTF fluorescence at EC20 calcium; 0% EC20 calcium, 100% full calcium; activation, % at 7.2 µM; 340,000 tested, 0.24% active; AID 493008;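 active = activation above the mean over all tested compounds plus 3 SD, cut at about 30% in these data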;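 also: rise in fluorescence read as greater calcium sensitivity of cardiac thin filaments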
SR-BI DiI inh – mouse SR-BI HDL lipid transfer inhibition | Q61009 | ldlA[mSR-BI] CHO cells, DiI-HDL uptake fluorescence, 3 h | inhibition, % at 12.5 µM | 320,000 tested, 0.96% active;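 active = mean replicate inhibition of at least 70% and a set share of replicates each scoring 70 or more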;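 also: 0% = median of neutral control wells and 100% = median of positive control wells; values of inactives mirror those of a sister screen read the other way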
Target sequence (Q61009 whole entry, looked up): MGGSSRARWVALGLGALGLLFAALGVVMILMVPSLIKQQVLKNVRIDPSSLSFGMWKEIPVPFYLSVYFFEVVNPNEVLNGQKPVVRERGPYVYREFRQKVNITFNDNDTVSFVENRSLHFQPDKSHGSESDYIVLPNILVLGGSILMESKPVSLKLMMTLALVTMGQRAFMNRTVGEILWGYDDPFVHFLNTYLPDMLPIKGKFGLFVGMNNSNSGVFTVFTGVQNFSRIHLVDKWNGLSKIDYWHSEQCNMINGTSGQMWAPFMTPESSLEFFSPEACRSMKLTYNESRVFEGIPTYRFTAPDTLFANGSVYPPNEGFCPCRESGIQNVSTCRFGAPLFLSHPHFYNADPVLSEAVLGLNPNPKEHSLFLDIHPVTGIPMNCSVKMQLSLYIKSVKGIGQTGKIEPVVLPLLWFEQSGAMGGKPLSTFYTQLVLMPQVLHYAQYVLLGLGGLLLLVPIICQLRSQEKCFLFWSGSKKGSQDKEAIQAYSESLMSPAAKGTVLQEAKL
Rtt109 Vps75 – blocks Candida albicans Rtt109/Vps75 acetyltransferase activity; purified Rtt109/Vps75, ThioGlo CoA-SH fluorescence, 4 h; inhibition, % at 34.9 µM; 330,000 tested, 0.16% active;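 active = inhibition of at least 50% in every replicate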
dFosB activator – activators of mouse delta FosB homodimer; purified delta FosB, TAMRA-CDK5 oligo fluorescence polarization; percent of positive-control signal above neutral wells; activation, % at 25 µM; 340,000 tested, 0.99% active; AID 493131;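 active = mean activation above about 17%, with every replicate also reaching it, limit read from the data, passing the limit was not always enough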;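 also: fluorescence polarization rise as delta FosB binds a TAMRA Cdk5 AP-1 oligo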
PvdQ acylase – P. aeruginosa PvdQ acylase inhibition. 340,000 tested, 0.063% active. inhibition, % at 10 µM. purified PvdQ acylase, fluorescence plate reader; in the data active = inhibition above about 30%, passing the limit was not always enough;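 also: 0% = vehicle neutral wells and 100% = reference inhibitor wells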
CDK5 inh – inhibitors of human CDK5/p35 kinase | inhibition, % at 10 µM | 330,000 tested, 0.01% active | Q00535+Q15078 | AID 488839 | Recombinant CDK5/p35, ADP-Glo luminescence, 60 min;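 active = highest replicate inhibition of at least 50% and at least 75% of replicates reaching 50%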;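 also: plate controls were DMSO neutral control for no effect and GW8510 at 10 µM for full effect; many of its hits are not listed in these tables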
Wnt act – activates Wnt/beta-catenin signaling in a reporter cell assay | 300,000 tested, 1.2% active | activator, plate reader | AID 743398 | activation, % at 9.35 µM; in the data active = activation above about 30%, passing the limit was not always enough;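 also: 0% = neutral control wells and 100% = positive control wells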
HTR5A ag ctr – counter-screen for OPRM1-OPRD1 agonists: human HTR5A agonism | AID 504692 | activation, % at 9.3 µM | 340,000 tested, 0.61% active | HTR5A agonist assay, luminescence, cell-based; in the data active = activation mostly above about 9.5%, no sharp cut-off; inactive = mostly below about 7.6%;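 also: 0% = cells with vehicle only and 100% = reference agonist; strong numbers were not always called active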
Target sequence (P47898 whole entry, looked up): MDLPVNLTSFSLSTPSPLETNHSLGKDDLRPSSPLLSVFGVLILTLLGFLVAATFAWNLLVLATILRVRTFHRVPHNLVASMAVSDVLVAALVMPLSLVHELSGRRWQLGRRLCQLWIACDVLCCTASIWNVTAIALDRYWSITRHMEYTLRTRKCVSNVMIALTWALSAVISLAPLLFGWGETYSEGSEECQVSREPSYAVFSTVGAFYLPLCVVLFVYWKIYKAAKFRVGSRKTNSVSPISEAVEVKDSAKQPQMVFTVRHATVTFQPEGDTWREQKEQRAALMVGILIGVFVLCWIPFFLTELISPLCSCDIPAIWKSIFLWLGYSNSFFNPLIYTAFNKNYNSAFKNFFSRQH
SR-BI DiI-HDL act – enhances SR-BI lipid uptake from DiI-HDL. AID 504775. 320,000 tested, 0.096% active. CHO ldlA[mSR-BI] cells, DiI-HDL uptake fluorescence, 3 h; 100 = double the neutral-control signal. activation, % at 12.5 µM;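 active = mean replicate activation of at least 60% and every replicate at or above 60%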;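 also: 0% = median plate neutral-control signal and 100% = twice that signal; values of inactives mirror those of a sister screen read the other way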
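Assay system: LDL receptor-deficient CHO ldlA cells overexpressing murine SR-BI / Medium: BSA-supplemented, HEPES-buffered Ham's F12, pH 7.4 / Probe or stimulus: DiI-labelled HDL at 10 µg/mL final / Timing: compound with DiI-HDL co-incubation, 3 h at 37 °C / Technique: bottom-read cell fluorescence after medium removal, ex 550/em 595 nm / Measure: HDL uptake via cellular fluorescence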
MITF act – increases MITF-driven TRPM1 promoter luciferase signal; SK-MEL-5 TRPM1-promoter luciferase, 24 h; % of positive control, neutral wells = 0; activation, % at 12.5 µM; 300,000 tested, 0.75% active; AID 588334;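 active = mean activation of at least 80% with every replicate also reaching 80%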;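 also: 0% = neutral control wells and 100% = parthenolide positive control wells; values of inactives mirror those of a sister screen read the other way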
The depositor's hits bear a star; · = not tested or not shown.

SMILES	RTF Ca sens act	SR-BI DiI inh	Rtt109 Vps75	dFosB activator	PvdQ acylase	CDK5 inh	Wnt act	HTR5A ag ctr	SR-BI DiI-HDL act	MITF act
O=C(CN1CCCCCC1)Nc1ccc(Cl)cc1F	7	·	2	-2	-7	-10	-2	0	·	·
CCC(C(=O)NC1CCCCC1)n1c2ccccc2c2nc(=O)cc(C)n21 (stereo unspecified)	-4	17	-30	-9	-13	1.3	1	4	-17	-14
Cc1ccc(/C=C/c2nnc(-c3cccc(C)c3)o2)cc1	-3	21	7	0	-5	-0.4	17	1	-21	7
Cc1ccc(OCCC(=O)OC(C)C(=O)Nc2c(C)n(C)n(-c3ccccc3)c2=O)cc1 (stereo unspecified)	-4	5	-8	-2	8	-0.7	1	8	-5	-15
O=C(CSc1nnc2ncccn12)N1CCCCCC1	2	6	-3	-2	-12	-4.6	·	-1	-6	-11
Cc1cc(=O)oc2cc(OCc3ccc(S(=O)(=O)N4CCOCC4)cc3)ccc12	1	-6	-3	-12	17	-1.2	·	1	6	4
CC(C)CN=C(NS(=O)(=O)c1ccccc1)C(Cl)(Cl)Cl	2	1	3	2	12	0.0	1	3	-1	-86
CCCNNC(=O)C(O)(c1ccccc1)c1ccccc1	7	-24	6	4	1	0.7	·	6	24	4
O=C(NC1CCCC1)C1CCCN(S(=O)(=O)c2ccc(F)cc2)C1 (stereo unspecified)	0	·	-2	-1	-18	-1.0	0	-2	·	6
Cc1cccc(-n2c(-c3csc(C)c3C)n[nH]c2=S)c1	7	-17	3	-8	-1	3.5	0	5	17	11
Cc1ccc(C(=O)CSc2nnc(COc3cccc(C)c3)o2)cc1	2	1	-4	-15	1	1.2	-5	1	-1	·
CCc1ccc(Nc2n[n+](-c3ccccc3)c(-c3c(Cl)cccc3Cl)s2)cc1	-6	28	12	3	-50	-2.5	-11	12	-28	-51
CN(C)c1ccc(CN2CCCCC2)cc1	2	-23	5	6	17	2.4	·	5	23	-3
CC(=O)Nc1cccc(NC(=O)C2CCCN2C(=O)Nc2ccc(Cl)cc2)c1 (stereo unspecified)	8	18	11	-3	1	0.4	4	7	-18	·
Cc1ccc(C(=O)C2CC2)c(C)c1	0	6	-2	7	-21	-5.6	-2	1	-6	-10
Cc1ccc(CNC(=O)COC(=O)C2CC2)cc1	-4	-3	-6	1	1	0.5	8	-3	3	3
CCN(CC)c1ccc(C(=O)OCC(=O)NCC2CCCO2)cc1 (stereo unspecified)	-2	-28	0	-3	-6	-1.0	·	-1	28	·
Cc1cccc(NS(=O)(=O)c2ccc(C)c(C(=O)N(C)C)c2)c1	0	-8	2	-7	-13	-0.1	-5	-4	8	-2
O=C(NNC(=O)c1cc(-c2ccc(Br)cc2)nc2ccccc12)c1csc(N2CCOCC2)n1	-2	51	8	-2	8	-0.8	-2	0	-51	0
CCOC(=O)CSc1nc2c(sc(=S)n2-c2ccccc2)c(=O)[nH]1	-6	-13	-5	-2	-5	-2.8	1	4	13	8
O=C(Nc1ccc2c(c1)OCCO2)C1c2ccccc2C(=O)N2CCc3ccccc3C12 (stereo unspecified)	15	2	2	-15	-26	-9.4	-3	-1	-2	7
COC(=O)c1ccc(N2C(=O)c3cc(N4CCOCC4)c([N+](=O)[O-])cc3C2=O)cc1	5	-10	4	2	4	4.3	1	-3	10	1
COc1ccc(CN(C)C(=O)c2cc(-c3ccc(OC)c(OC)c3)nc3ccccc23)c(OC)c1	-2	50	9	-6	-6	1.3	-3	3	-50	-13
CSc1cccc(NC(=S)N2CCCN(Cc3cccc(Cl)c3)C2)c1	-3	11	-6	-2	-7	1.0	-4	2	-11	-3
CC1C(=O)C(C)C(c2cccs2)NC1c1cccs1 (stereo unspecified)	-5	17	9	0	4	0.5	0	6	-17	0
COc1ccc(CNC(=O)c2ccc(NC(=O)CC3SC(N4CCCCC4)=NC3=O)cc2)cc1 (stereo unspecified)	-1	24	-4	-1	-16	0.6	·	10	-24	-5
O=c1c2ccccc2nc(/C=C/c2cccnc2)n1CCc1ccccc1	-2	25	14	-23	-7	0.7	-4	-1	-25	·
Cc1cc(C)n2cc(CSC3=NCCS3)nc2n1	3	-20	-10	8	5	-0.2	·	6	20	-6
COC(=O)C1CSC(C(=O)OC)N1C(=O)Nc1ccc(Cl)cc1 (stereo unspecified)	1	-21	-5	-9	3	-0.6	·	-6	21	15
CCCN(CC(=O)Nc1ccc(C)cc1Br)CC(=O)Nc1ccc(F)c(F)c1F	-1	59	1	-13	-9	2.2	-7	1	-59	-8
COCCN(C(=O)CSc1nnc(-c2ccco2)n1C)c1c(N)n(CC(C)C)c(=O)[nH]c1=O	-1	-17	13	5	9	1.4	1	3	17	14
COc1cccc(C2CCCN2Cc2nc(CCC(C)C)no2)c1 (stereo unspecified)	2	-1	26	-10	-2	-0.6	-4	-4	1	-8
CC(=O)NC(CC(C)C)C(=O)O (stereo unspecified)	1	-2	1	2	-12	-0.3	-1	-4	2	5
Cc1cc(=O)[nH]c2c1c(C)nn2C1CCOC(C)(C)C1 (stereo unspecified)	5	3	0	4	7	0.1	·	6	-3	-3
O=C(Nc1cnc2sccn2c1=O)c1ccc(Cl)cc1Cl	2	-40	3	-5	-7	-1.5	·	0	40	11
Cc1[nH]n(C)c(=O)c1[N+](=O)[O-]	-3	·	-2	1	12	8.9	-4	3	·	5
Cc1ccc(N/N=C2\COC(C)(C)CC2=O)cc1	3	-13	1	1	-3	0.0	·	3	13	-4
Cc1nc(OCC(=O)c2ccc(Cl)cc2)c(C#N)c2c1COC(C)(C)C2	9	51	-3	-6	-14	1.0	·	1	-51	-9
Cc1cc(Br)c(NC(=O)C(C)Sc2nnnn2C)c(Br)c1 (stereo unspecified)	-5	-15	-5	-2	-17	-0.6	1	2	15	1
CCOC(=O)c1c(NC(=O)CSc2nnnn2C)sc(C)c1-c1ccc(C)cc1	-7	46	13	-10	15	0.1	-4	2	-46	-23
Cc1nc2sc(C(c3cccc(F)c3)N3CC(C)OC(C)C3)c(O)n2n1 (stereo unspecified)	-1	-8	-3	-8	-10	0.3	·	0	8	11
CCOc1ccc(NC(=O)CN(C)C(=O)CSc2ccccc2)cc1OCC	-6	14	-3	-7	-11	-0.3	-2	0	-14	-2
CC(Sc1nnnn1C)C(=O)Nc1ccc(Oc2ccccc2)cc1 (stereo unspecified)	-2	9	6	-3	0	1.3	7	2	-9	12
COC(=O)CNC(=O)C12CC3CC(C1)CC(c1ccc(C)cc1)(C3)C2	0	-49	-4	-7	-12	-0.7	1	-3	49	-10
COc1cccc(CNc2nc3nc4c(c(=O)n3[nH]2)CCC4)c1	2	-35	4	1	0	0.4	·	3	35	-9
COc1ccc2ccccc2c1CNCc1ccc(C)cc1	4	-6	3	-16	-16	-0.2	-2	0	6	2
COc1ccc(NC(=O)C2c3cc(OC)c(OC)cc3C(=O)N(C)C2c2cccnc2)cc1OC (stereo unspecified)	2	-12	-4	1	-12	-0.1	·	5	12	2
COc1ccc(CN2C(=O)C(O)(CC(=O)c3c(C)n[nH]c3C)c3ccccc32)cc1OC (stereo unspecified)	-4	4	·	-2	-11	-4.6	·	-4	-4	·
Cn1c(=S)[nH]c2ccccc21	1	·	6	-4	-13	-1.0	·	-3	·	·
Cc1ccc(S(=O)(=O)N2CCN(C(=O)c3c(C)nn(-c4ccccc4)c3Cl)CC2)cc1	-4	2	0	-5	-10	-3.1	·	9	-2	-5

(list continues)
SMILES	RTF Ca sens act	SR-BI DiI inh	Rtt109 Vps75	dFosB activator	PvdQ acylase	CDK5 inh	Wnt act	HTR5A ag ctr	SR-BI DiI-HDL act	MITF act
COc1ccc(NC(=S)NCC(c2cccnc2)N2CCOCC2)cc1 (stereo unspecified)	0	-11	-4	-1	5	1.4	2	-4	11	16
Cc1ccc(N=Cc2c(O)n(C)c(=O)n(C)c2=O)nc1	1	-14	-4	-3	-3	-1.0	2	-4	14	-4
S=C(Nc1ccc(Oc2ccccc2)cc1)NC1CCCCC1	-9	-10	0	0	-3	-1.5	4	4	10	-9
CCn1c(=O)cc(SCC(=O)N2CCC(C)CC2)c2ccccc21	-4	29	2	-6	12	0.6	·	5	-29	4
CCC(C)(C)NC(=O)CN(CC1CCCO1)C(=O)CNS(=O)(=O)c1ccccc1 (stereo unspecified)	-4	·	4	-7	-15	0.6	-3	-4	·	·
COc1ccc(O)c(/C=N/NC(=O)c2ccc(N3CCCC3=O)cc2)c1	1	·	-12	-4	-2	-0.6	-2	4	·	-6
CC1CC1C(=O)NCCc1ccc(Cl)cc1 (stereo unspecified)	4	-1	1	0	-12	0.4	14	1	1	16
COc1ccc(N2CCN(Cc3nc4scc(-c5cccs5)c4c(=O)[nH]3)CC2)cc1	6	18	-7	-28	-14	-7.1	-1	0	-18	4
CCOC(=O)C(CC)Sc1nnc2n1C(C)(C)Cc1ccccc1-2 (stereo unspecified)	2	10	4	-8	-15	-1.3	·	-3	-10	·
Cc1ccc(C(=O)COC(=O)CCNS(=O)(=O)c2ccccc2F)cc1	1	-24	-3	-11	-10	-2.9	2	-1	24	-8

Structures shown so far with a nitro group on carbon:
SMILES	RTF Ca sens act	SR-BI DiI inh	Rtt109 Vps75	dFosB activator	PvdQ acylase	CDK5 inh	Wnt act	HTR5A ag ctr	SR-BI DiI-HDL act	MITF act
COC(=O)c1ccc(N2C(=O)c3cc(N4CCOCC4)c([N+](=O)[O-])cc3C2=O)cc1	5	-10	4	2	4	4.3	1	-3	10	1
Cc1[nH]n(C)c(=O)c1[N+](=O)[O-]	-3	·	-2	1	12	8.9	-4	3	·	5

(further entries)
SMILES	RTF Ca sens act	SR-BI DiI inh	Rtt109 Vps75	dFosB activator	PvdQ acylase	CDK5 inh	Wnt act	HTR5A ag ctr	SR-BI DiI-HDL act	MITF act
CCN(CC)S(=O)(=O)c1cccc(C(=O)NCCc2ccccc2)c1	3	3	15	-3	-3	-2.8	·	-1	-3	43
CC(=O)N1CCN(S(=O)(=O)c2cccc(C(=O)Nc3ccc4c(c3)OCO4)c2)CC1	3	-1	12	-2	17	4.5	3	3	1	3
COc1cccc(NC(=O)CN(C)C(=O)c2ccccn2)c1	5	-3	-4	-1	-1	1.9	8	-6	3	12
COc1ccccc1N(C)S(=O)(=O)c1ccc(C(=O)Nc2cc(OC)c(OC)c(OC)c2)cc1	5	61	1	-9	-13	0.0	2	-2	-61	3
CC(=O)c1c(C)[nH]c(C(=O)NCC2CCCCC2)c1C	-1	1	-28	-9	-7	2.1	3	5	-1	43
O=C(NC1CCCC1)C1CCCN1C(=O)Nc1ccc(Cl)cc1 (stereo unspecified)	-5	12	-1	-1	-3	0.4	·	3	-12	2
CCOC(=O)CN1C(=O)CSc2ccccc21	-7	-3	-2	-3	3	-0.4	-2	2	3	5
O=C(NNC(=O)c1cc(-c2cccnc2)nc2ccccc12)Nc1ccc(Cl)cc1	6	37	-14	1	-11	1.1	13	-2	-37	46
O=C1C=C(c2ccccc2)CC(/C=C/c2ccccc2)C1 (stereo unspecified)	7	19	-2	0	8	·	6	0	-19	2
